hcDAF-12 act: H. contortus DAF-12 activation, primary screen; activation, % at 6.8 µM; HEK293 hcDAF-12 lit1-tk-luc reporter, luminescence; 0% DMSO, 100% Δ7-dafachronic acid; 370,000 tested, 1.4% active;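 active = activation above the mean of all tested compounds plus 3 SD, cut at about 5.5% in these data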;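 note: 100% = response to 3 µM Δ7-dafachronic acid high control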
SMARCA2 activ: activators of SMARCA2 function. MG213 cells, MMTV-luciferase reporter, dexamethasone, overnight. activation, % at 9.1 µM. 370,000 tested, 1% active. AID 652017; in the data active = activation above about 7.8%;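 note: 0% = vehicle wells and 100% = reference activator wells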
FXN GAA850 act: increases GAA850 frataxin promoter reporter activity. HEK293 lucGAA850 FXN promoter luciferase reporter, 24 h; percent of 10 µM SAHA response. activation, % at 6 µM. 360,000 tested, 0.56% active. AID 540364;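 active = activation above the average of all compounds screened plus 3 SD, cutoff fixed separately per campaign, cut at about 7.5% in these data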;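 note: 0% = DMSO wells and 100% = 10 µM SAHA wells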
ssDAF12 agonist: activators of S. stercoralis DAF-12 nuclear receptor. HEK293 ssDAF-12/GRIP1 lit1-tk-luc reporter, luminescence; % of 3 µM dafachronic acid response. activation, % at 6.8 µM. 370,000 tested, 1% active. AID 652126;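 active = activation above the mean over all tested compounds plus 3 SD, cut at about 0.9% in these data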;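 note: 0% = DMSO-only wells and 100% = 3 µM delta7-dafachronic acid wells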
DAX1 inh-1: blocks DAX1 repression of SF-1 activated StAR promoter. HEK293T StAR-luciferase reporter, SF-1/DAX-1 repression relief. inhibition, % at 6.8 µM. 370,000 tested, 1.1% active. AID 652010;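 active = inhibition above the mean over all tested compounds plus 3 SD, cut at about 3.6% in these data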;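 note: 0% = DAX-1 cells with DMSO and 100% = cells lacking DAX-1 with DMSO; higher inhibition means more luminescence from relief of DAX-1 repression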
PG9 binder: PG9 antibody binding by small molecule | AID 624416 | 360,000 tested, 0.43% active | inhibition, % at 6.7 µM | TR-FRET gp120-PG9 antibody binding; in the data active = inhibition above about 8.5%
DAX1 inh-2: inhibitors of human orphan nuclear receptor DAX1 (NR0B1); P51843; HEK293 Gal4-DAX1 luciferase reporter, luminescence; inhibition, % at 6.75 µM; 340,000 tested, 0.99% active; AID 504766;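 active = inhibition above the mean over all tested compounds plus 3 SD, cut at about 4.2% in these data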;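 note: 0% = DAX1-transfected cells with DMSO and 100% = empty-vector control cells with DMSO; inhibition shows as a rise in luminescence from relieved DAX1 repression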
GC-A act: GC-A (human) enzyme activation; P16066; HEK293 GC-A cells, cGMP TR-FRET, EC30 ANP; 0% at EC30 ANP, 100% saturating ANP; activation, % at 10 µM; 370,000 tested, 0.14% active; in the data active = activation above about 40%
Target sequence (P16066 whole entry, looked up): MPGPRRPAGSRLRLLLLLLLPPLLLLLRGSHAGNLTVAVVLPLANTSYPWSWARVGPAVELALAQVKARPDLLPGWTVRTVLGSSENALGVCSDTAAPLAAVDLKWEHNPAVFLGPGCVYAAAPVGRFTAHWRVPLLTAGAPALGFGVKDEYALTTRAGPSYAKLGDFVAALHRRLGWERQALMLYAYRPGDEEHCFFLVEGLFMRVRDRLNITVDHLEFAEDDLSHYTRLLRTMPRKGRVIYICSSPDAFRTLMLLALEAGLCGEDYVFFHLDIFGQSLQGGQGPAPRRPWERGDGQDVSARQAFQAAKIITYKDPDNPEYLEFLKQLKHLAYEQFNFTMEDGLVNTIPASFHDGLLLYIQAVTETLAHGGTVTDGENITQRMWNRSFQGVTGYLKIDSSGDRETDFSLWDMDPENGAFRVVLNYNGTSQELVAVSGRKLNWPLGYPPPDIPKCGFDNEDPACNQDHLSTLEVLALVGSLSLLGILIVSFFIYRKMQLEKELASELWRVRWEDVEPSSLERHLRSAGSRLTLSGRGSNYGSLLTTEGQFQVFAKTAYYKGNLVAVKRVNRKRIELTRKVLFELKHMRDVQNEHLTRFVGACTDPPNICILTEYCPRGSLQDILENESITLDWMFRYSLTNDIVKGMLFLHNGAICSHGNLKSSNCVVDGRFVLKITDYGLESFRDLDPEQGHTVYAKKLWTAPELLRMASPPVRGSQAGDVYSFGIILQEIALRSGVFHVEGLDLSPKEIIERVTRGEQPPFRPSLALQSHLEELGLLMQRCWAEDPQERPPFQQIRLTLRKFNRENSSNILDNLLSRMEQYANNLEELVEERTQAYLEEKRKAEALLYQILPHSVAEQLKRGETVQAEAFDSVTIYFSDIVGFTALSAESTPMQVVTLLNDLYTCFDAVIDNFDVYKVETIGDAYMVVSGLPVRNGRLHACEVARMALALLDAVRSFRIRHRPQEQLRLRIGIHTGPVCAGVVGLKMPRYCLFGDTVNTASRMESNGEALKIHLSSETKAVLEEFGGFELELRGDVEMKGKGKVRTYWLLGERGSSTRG
hgDAF-12 ag: activates the H. glycines DAF-12 receptor ligand-binding domain. AID 687014. 370,000 tested, 1.8% active. activation, % at 6.8 µM. HEK293 GAL4-hgDAF12 UAS-luciferase reporter, agonist luminescence; normalized to butyrate control;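 active = activation above a cutoff set at the mean of all screened compounds plus 3 SD, cut at about 10% in these data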;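 note: 0% = DMSO wells and 100% = sodium butyrate wells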
ADAM10 inh: inhibitors of human ADAM10; 370,000 tested, 0.62% active; recombinant ADAM10, EDANS/DABCYL FRET peptide cleavage, 3 h; AID 720582; inhibition, % at 7 µM; O14672;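 active = inhibition above a per-campaign cutoff equal to the mean of compounds falling between control-based bounds plus 3 SD, cut at about 20% in these data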;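 note: 0% = DMSO wells while the 100% control is not disclosed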
ADAM17 inh: inhibitors of human ADAM17; recombinant ADAM17, EDANS/DABCYL FRET peptide cleavage; inhibition, % at 6.95 µM; 370,000 tested, 0.83% active;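 active = inhibition above the mean of compounds lying between control limits plus 3 SD, set per campaign, cut at about 8.5% in these data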;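 note: 0% = DMSO-only wells as the low control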
An asterisk follows results filed as active; / = not tested or not shown.

Below each SMILES – hgDAF-12 ag	ADAM10 inh	SMARCA2 activ	GC-A act	FXN GAA850 act	hcDAF-12 act	ssDAF12 agonist	DAX1 inh-2	ADAM17 inh	PG9 binder	DAX1 inh-1
1	CCn1c(SCC(=O)Nc2cc(C)on2)nnc1-c1cccc(C)c1
    1.0	-15	-5	-3	-0.5	-1.7	-2.0	-0.7	-6	0.7	-0.1
2	CCOc1ccc(S(=O)(=O)N2CCN(C(=O)C3CC3C)CC2)cc1 (stereo not given)
    0.5	-3	-3	-2	-3.0	-1.7	-1.1	-1.1	-5	-0.8	-0.7
3	COc1ccccc1N1CCN(C(=O)c2ccccc2Oc2ccccc2)CC1
    -1.2	13	-1	-13	-2.8	-1.1	-0.9	0.0	15*	1.8	-0.6
4	O=C(CNC(=O)c1cccc([N+](=O)[O-])c1)NC1CCCc2ccccc21 (stereo not given)
    -0.8	-3	-1	0	0.2	-0.7	-0.7	-1.1	-1	-0.6	-1.4
5	CCOc1ccccc1C(=O)NCC(=O)Nc1ccc2c(c1)OCO2
    1.7	-2	5	1	-0.1	1.7	0.1	1.3	0	0.0	2.9
6	Cc1occc1-c1nnc(SCC(=O)N2CCCc3ccccc32)n1Cc1ccco1
    -2.8	3	-2	-5	1.3	1.9	-1.3	0.7	1	-2.7	-0.6
7	O=C(Nc1ccc(F)cc1)N1CCOCC1
    0.0	5	-1	1	2.7	-1.6	-1.6	-0.9	2	1.1	-0.4
8	COc1ccc(OC)c(-n2c(-c3ccc(O)cc3O)n[nH]c2=S)c1
    1.0	-2	-4	1	-1.7	-1.4	-1.5	2.6	2	-0.8	0.1
9	CCN(CC)S(=O)(=O)c1ccc(NC(=O)c2cccs2)cc1
    1.6	-1	2	-5	2.5	-1.3	-1.2	1.5	0	-0.8	-0.5
10	Cc1ccc(S(=O)(=O)NC(CC(C)C)C(=O)N2CCOCCOCCOCC2)cc1 (stereo not given)
    0.2	6	0	3	6.1	1.2	-1.0	2.4	-2	0.0	0.2

Other results:
Below each SMILES – hgDAF-12 ag	ADAM10 inh	SMARCA2 activ	GC-A act	FXN GAA850 act	hcDAF-12 act	ssDAF12 agonist	DAX1 inh-2	ADAM17 inh	PG9 binder	DAX1 inh-1
11	CC(CCc1ccccc1)NCc1cccc2ccccc12 (stereo not given)
    0.4	13	-2	-23	4.9	-1.0	-1.3	-0.3	-8	-0.3	0.1
12	COC(=O)C(C)(C(=O)OC)c1ccc(C(F)(F)F)cc1[N+](=O)[O-]
    2.5	6	0	2	0.4	0.7	-0.7	1.1	-1	1.4	-0.3
13	O=C(Nc1ccc(F)cc1F)c1cccc(C(=O)Nc2ccc(F)cc2F)n1
    -0.9	-8	-1	-2	1.9	-0.7	-0.8	-0.8	-5	-1.7	-0.9
14	COc1cccc(NC(=O)CC(=O)c2ccccc2)c1
    7.8	13	3	2	4.2	-0.1	0.1	1.0	5	-0.5	0.4
15	CC(=O)c1c(C)[nH]c(C(=O)OCc2c(F)cccc2Cl)c1C
    -3.8	0	-5	4	4.6	-3.6	-2.2	-0.2	-4	-1.1	-1.8
16	Cn1cc(S(=O)(=O)N2CCN(C(=O)c3ccco3)CC2)c(=O)n(C)c1=O
    4.2	-8	3	5	0.6	0.4	-1.0	0.8	-4	-0.5	0.2
17	CN1CCN(C(=O)C2Cc3c(-c4cccc(F)c4)ccnc3O2)CC1 (stereo not given)
    0.8	4	3	-1	1.5	-1.5	-0.3	/	3	-1.3	-0.2
18	Cc1csc(NC(=O)C2CCCN(S(=O)(=O)c3ccc4c(c3)oc(=O)n4C)C2)n1 (stereo not given)
    -4.6	-1	-5	-1	-2.4	-2.5	-1.7	-0.6	0	-0.6	-1.5
19	Cc1cc(OC(C)C(=O)NCc2ccncc2)c2c(C)c(C)c(=O)oc2c1 (stereo not given)
    0.1	-242	-2	-8	0.6	1.7	-1.3	2.2	-77	0.1	-2.1
20	CC(C)OC(=O)c1sc2nc(-c3ccccc3)ccc2c1N
    -0.9	-90	-2	4	-10	0.8	-1.0	1.7	-29	4.5	0.6

Later entries
Below each SMILES – hgDAF-12 ag	ADAM10 inh	SMARCA2 activ	GC-A act	FXN GAA850 act	hcDAF-12 act	ssDAF12 agonist	DAX1 inh-2	ADAM17 inh	PG9 binder	DAX1 inh-1
21	COc1ccc(NC(=O)C2(C)CCN2Cc2ccc(SC)cc2)cc1OC (stereo not given)
    -3.1	-6	-4	13	3.0	-1.6	-1.8	/	3	-0.1	-0.9
22	COc1cc(C(=O)Nc2nc(-c3cc(C)ccc3C)c(C)s2)ccc1OCC(=O)Nc1ccc(F)cc1
    0.3	-9	-3	13	-1.4	-0.2	-0.9	2.2	-4	-0.2	-0.2
23	COc1ccccc1NC(=O)CN(Cc1ccco1)C(=O)c1ccc(Cl)nc1
    -3.0	5	-2	-4	0.4	-0.1	-0.9	1.2	4	0.9	0.1
24	CSc1nsc(SC)c1C(=O)O
    -0.2	-4	0	-1	0.0	-0.4	-1.4	-0.3	0	-0.7	-0.2
25	CC(C)N1CCCCC(NC(=O)c2ccc(Cl)cc2Cl)C1=O (stereo not given)
    -3.3	-11	-2	3	/	-0.2	0.8	/	-8	/	-1.0
26	C#CCSc1nc2ccccc2n1C(=O)c1ccc(S(=O)(=O)N2CCCCC2)cc1
    3.0	-5	3	-1	1.5	-0.3	-0.8	0.8	2	-1.9	-0.4
27	Cc1cc(C)nc(CC(N)=O)n1
    0.1	-8	-1	7	-2.1	0.0	-1.5	5.9*	-7	0.7	-0.4
28	Cc1ccc(O)c(C(CC(=O)NCc2cccnc2)c2ccccc2)c1 (stereo not given)
    0.1	-14	2	-13	1.4	-1.1	-1.7	-0.6	-4	-2.0	-0.4
29	COCc1cc(C)nc(OCC(=O)N/N=C/c2ccc(C)cc2)c1C#N
    0.2	3	2	2	0.1	-2.6	-2.7	1.1	-1	0.4	-0.2
30	Cc1ccc(C)c(N2CCN(C(=O)Cn3ncc4c([nH]c5ccc(C)cc54)c3=O)CC2)c1
    -1.1	6	6	1	0.2	-0.5	-0.9	0.2	-2	-0.7	1.0

(next part)
Below each SMILES – hgDAF-12 ag	ADAM10 inh	SMARCA2 activ	GC-A act	FXN GAA850 act	hcDAF-12 act	ssDAF12 agonist	DAX1 inh-2	ADAM17 inh	PG9 binder	DAX1 inh-1
31	COc1cc2c(C#N)c(N3CCCCC3)nc(N)c2c(N)n1
    1.2	-189	3	8	-0.9	-0.9	-1.2	0.3	-60	-0.8	-0.2
32	COC(=O)c1ccc(CNC(=O)CSc2nc3ccccc3[nH]2)cc1
    -1.7	4	-1	-2	0.2	-0.2	-0.9	1.1	1	0.8	0.1
33	Cc1cccc(C(=O)Nc2nnc(S(=O)(=O)N3CCCCCC3)s2)c1
    0.0	1	0	19	-0.3	0.1	-1.8	0.1	-1	2.3	0.4
34	O=C(COC(=O)c1cc(NS(=O)(=O)c2cccs2)ccc1O)Nc1cc(Cl)ccc1Cl
    -4.3	-84	-4	-15	0.2	-1.1	-2.0	2.6	-27	3.0	-0.1
35	CCC(=O)Oc1ccc(C(=O)Nc2c[nH]c(=O)[nH]c2=O)cc1
    4.4	-7	4	-4	1.0	1.3	0.1	0.2	-2	-2.2	0.1
36	Cc1cc(C)n(-c2nc(C)nc3sc4c(c23)CCC(C)C4)n1 (stereo not given)
    -1.9	-43	-1	-3	0.4	-1.3	-1.2	-0.8	-15	1.0	0.5
37	COc1ccccc1-c1noc(CCC(=O)NC2CCCCC2)n1
    0.0	-4	0	-1	-0.1	3.0	-0.9	1.2	-2	-1.4	-1.3
38	O=C1c2ccccc2C(=O)N1Cc1ccc2c(c1)OCO2
    -0.5	11	5	0	1.3	-0.8	-1.3	0.3	-2	2.7	-0.9
39	CC1(C)Cc2c(c(-c3ccccc3)[nH]c(=O)c2C#N)CO1
    -0.8	-24	-1	3	3.3	-2.8	-1.4	0.1	-11	2.5	-0.3
40	C[C@@H](OC(=O)c1[nH]cnc1C(=O)NCc1ccc(CNC(=O)OC(C)(C)C)cc1)c1ccccc1
    -7.8	40*	-4	-1	-1.1	-4.7	-1.7	-1.3	25*	0.1	-1.7

Remaining list, next part
Below each SMILES – hgDAF-12 ag	ADAM10 inh	SMARCA2 activ	GC-A act	FXN GAA850 act	hcDAF-12 act	ssDAF12 agonist	DAX1 inh-2	ADAM17 inh	PG9 binder	DAX1 inh-1
41	COc1cccc(-n2c(SCC(=O)Nc3sc4c(c3C(N)=O)CCC4)nc3ccccc3c2=O)c1
    -3.0	-5	-3	-3	0.2	-1.7	-1.3	-0.4	-1	-1.0	-0.8
42	COC(=O)c1ccc(C(=O)OC)c(NC(=O)CS(=O)(=O)Cc2ccccc2)c1
    1.9	-186	0	-1	-3.6	-2.0	-1.5	-1.1	-68	1.6	-0.4
43	CCc1nc2ccc(C(=O)NCCOc3ccc(OC)cc3)cn2c1N(C)C(=O)COc1ccccc1
    -0.2	-8	-1	-2	-3.1	-1.6	-0.6	/	-6	-1.0	-1.3
44	COc1cc(N)c(Cl)cc1C(=O)OCC(=O)Nc1cccnc1Cl
    1.1	-6	-1	1	2.5	-1.5	-1.6	-1.8	-2	2.1	1.4
45	CCNc1c(N)c(=O)oc2ccccc12
    1.6	-1	-1	-4	-0.1	0.0	-1.0	1.1	-1	-5.1	0.0
46	COc1cc(/C=N/Nc2ccc(F)cc2F)cc(OC)c1OC
    2.4	-3	-2	3	0.3	-1.1	-1.1	0.0	-1	0.6	-0.8
47	Cc1cc(C)c(C#N)c(SCc2ccccc2C)n1
    -4.9	-10	-2	-8	2.3	-1.4	-2.1	0.0	5	-1.3	0.0
48	Clc1nc(NC2CCCC2)nc(N2CCOCC2)n1
    -1.0	-1	-2	5	3.2	-1.1	-1.2	-0.5	2	-2.0	-0.5
49	COC(=O)c1[nH]nc(C(=O)OC(C)(C)C)c1-c1ccccc1
    -2.6	0	-5	-4	2.6	-3.1	-2.1	0.0	-2	-1.9	-0.7
50	CC1CN(C(=O)C(Sc2ccccc2)c2ccccc2)CC(C)O1 (stereo not given)
    -1.0	-7	0	-9	2.5	-1.4	-1.2	-0.9	-1	-0.7	-0.4
51	CC(C)C[C@H](NC(=O)N1CCn2c1nc1ccccc12)C(=O)NCC1CCCO1 (stereo not given in full)
    1.4	1	1	1	0.8	-1.0	-0.9	-0.3	-2	1.4	-0.9

Entries of single compounds as entered above.
CC1CN(C(=O)C(Sc2ccccc2)c2ccccc2)CC(C)O1 (stereo not given) across the screens: hgDAF-12 ag = -1.0; ADAM10 inh = -7; SMARCA2 activ = 0; GC-A act = -9; FXN GAA850 act = 2.5; hcDAF-12 act = -1.4; ssDAF12 agonist = -1.2; DAX1 inh-2 = -0.9; ADAM17 inh = -1; PG9 binder = -0.7; DAX1 inh-1 = -0.4
Cc1cc(C)c(C#N)c(SCc2ccccc2C)n1 across the screens: hgDAF-12 ag = -4.9; ADAM10 inh = -10; SMARCA2 activ = -2; GC-A act = -8; FXN GAA850 act = 2.3; hcDAF-12 act = -1.4; ssDAF12 agonist = -2.1; DAX1 inh-2 = 0.0; ADAM17 inh = 5; PG9 binder = -1.3; DAX1 inh-1 = 0.0

Screening results from PubChem BioAssay.
